# Compound activity as filed in PubChem BioAssay.
# hcGAS inh – inhibitors of human cGAS. Q8N884. recombinant h-cGAS, ATP depletion, Kinase-Glo luminescence. inhibition, % at 12.5 µM. hit rate 0.081% among 290,000. AID 1259398;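 also: 0% = vehicle reaction and 100% = reaction without DNA for no activity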
# Target sequence (Q8N884 whole entry, looked up): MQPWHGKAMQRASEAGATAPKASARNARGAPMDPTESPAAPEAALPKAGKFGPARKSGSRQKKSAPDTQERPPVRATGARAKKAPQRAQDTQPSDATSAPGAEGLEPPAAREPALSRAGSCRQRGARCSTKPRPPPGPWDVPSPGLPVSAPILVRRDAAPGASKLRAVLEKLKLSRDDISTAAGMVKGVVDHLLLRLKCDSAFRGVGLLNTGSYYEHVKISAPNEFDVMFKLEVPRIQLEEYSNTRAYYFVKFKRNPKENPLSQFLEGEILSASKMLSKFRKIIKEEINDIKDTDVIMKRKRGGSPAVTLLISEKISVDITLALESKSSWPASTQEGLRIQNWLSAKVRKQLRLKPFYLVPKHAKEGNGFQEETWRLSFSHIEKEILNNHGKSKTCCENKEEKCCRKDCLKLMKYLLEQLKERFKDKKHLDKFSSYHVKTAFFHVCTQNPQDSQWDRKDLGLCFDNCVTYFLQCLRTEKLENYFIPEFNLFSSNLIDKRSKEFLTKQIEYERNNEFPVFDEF
# NPYLR7 agonist – activates Aedes aegypti NPYLR7 receptor; HEK293T NPYLR7/Galpha15, GCaMP6s calcium fluorescence; activation, % at 10 µM; hit rate 0.15% among 270,000; AID 1259423; in the data active = activation above about 40%;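 also: 0% = vehicle and 100% = reference agonist at the receptor; some compounds past the cut are filed as inactive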
# mcGAS inh – mouse cGAS inhibition by luminescence | Q8C6L5 | recombinant cGAS, Kinase-Glo ATP depletion luminescence | inhibition, % at 12.5 µM | hit rate 0.15% among 160,000 | AID 1259399;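 also: 0% = negative control wells and 100% = reference inhibitor with no enzyme activity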
# An asterisk follows results filed as active; . = no result given; & = joins results of further samples. Rule as the data show it, unless noted: active = inhibition above about 40%; inactive = the rest. Rows are unselected; about 0.27% have a hit in one of these screens.
SMILES,hcGAS inh,NPYLR7 agonist,mcGAS inh
C=CCCC(O)CN(Cc1ccc2c(c1)OCO2)Cc1cc(C)ccc1C (configuration not stated),-11,32,-5
CC(C)N(C)Cc1nc(C(=O)NCc2ccc(F)cc2)no1,-5,3,.
O=C(c1cc(-c2ccccc2)nc2cc(-c3ccccc3)nn12)N1CCN(C/C=C/c2ccccc2)CC1,-9,16,-8
CCn1nc(C)c(NC(=O)CN(C)C(C)c2nccs2)c1C (configuration not stated),-4,-1,.
CCc1ccc(OCCOCC(O)CNC(C)CC)cc1 (configuration not stated),-1,-4,.
CC1CN(S(=O)(=O)c2ccc(NC(=O)COc3ccc(Br)cc3)cc2)CC(C)O1 (configuration not stated),7,3,5
O=C(CC1C(=O)NCCN1CC(c1ccccc1)c1ccccc1)NCc1ccccc1 (configuration not stated),-1,-2,-3
CCOc1ccc(CC(=O)Nc2cc(-c3cccs3)nn2-c2nc(C(C)C)cc(=O)[nH]2)cc1,1,2,.
Cc1cc(C)c(C)c(S(=O)(=O)N2CCCCC2C)c1C (configuration not stated),-8,-1,.
Cc1cc(Cn2ccnc2-c2cc3ccc(F)cc3[nH]c2=O)on1,-10,.,-15
Cn1c(=O)c2c(SCC(=O)N3CCc4ccccc43)nc(-c3ccccc3Cl)nc2n(C)c1=O,3,-5,0
CCOC(=O)C1=C(C)N=c2s/c(=C3\C(=O)N(C(C)=O)c4ccccc43)c(=O)n2C1c1ccccc1 (configuration not stated),1,-10,-2
CC(=O)Nc1ccc(S(=O)(=O)N(C)CC(=O)Nc2cccc(NC(=O)c3ccco3)c2)cc1,-5,6,.
COc1ccc(-c2nnc(SCC(=O)N/N=C\c3cc([N+](=O)[O-])ccc3O)n2-c2ccccc2)cc1OC,-7,14,-7
CC(C)n1c2c(=O)[nH]c(=O)n(C)c2n2c(-c3ccccc3)nnc12,-2,4,.
CCN(CC)c1ccc(CNc2nc(-c3cccnc3)nn2C(=O)COC)cc1,-4,3,.
O=C1C2C3C=CC(C2C(=O)N1CCO)C1C2C(=O)N(CCO)C(=O)C2C31 (configuration not stated),-3,2,.
CC(=O)c1cccc(NC(=O)c2cc(-c3ccc(C)s3)nc3c2cnn3C(C)C)c1,1,2,0
CN(C)C(=O)CN1CCC2(CC1)OCc1ccccc12,5,-2,.
COCc1nc2ccccc2n1CCCOc1cccc(C)c1,-8,6,-8
COCCNS(=O)(=O)c1c(C)nc2sccn2c1=O,2,2,.
C=C(C)COc1ccccc1C(=O)N(C)Cc1ccc(CC)cn1,-6,-3,.
C=CCn1c(Cl)c(/C=N\NC(=O)Cc2ccccc2)sc1=O,6,12,0
CCc1ccc(N2C(=O)C3N=NN(Cc4nc(-c5cccc(Cl)c5)oc4C)C3C2=O)cc1 (configuration not stated),-7,-3,-7
CN1C(=CC(=O)C2CC2)C(C)(C)c2ccccc21,5,3,.

# The final 3 records of the section before come first, to join the parts:
SMILES,hcGAS inh,NPYLR7 agonist,mcGAS inh
C=CCn1c(Cl)c(/C=N\NC(=O)Cc2ccccc2)sc1=O,6,12,0
CCc1ccc(N2C(=O)C3N=NN(Cc4nc(-c5cccc(Cl)c5)oc4C)C3C2=O)cc1 (configuration not stated),-7,-3,-7
CN1C(=CC(=O)C2CC2)C(C)(C)c2ccccc21,5,3,.
Cc1nnc(NC(=O)CSc2nnc(CNC(=O)c3ccccc3C(F)(F)F)n2-c2ccc([N+](=O)[O-])cc2)s1,-4,-6,.
CC1=NN(C(=O)CC#N)C(O)(c2ccccc2)C1 (configuration not stated),-10,-2,.
O=C(Nc1ccc(Oc2cccnc2)cc1)C1CCN(Cc2cccnc2)CC1,-2,-3,-3
CN1CCCN(C(=O)CCCc2ccc(NC3OC(C4COC(C)(C)O4)[C@@H]4OC(C)(C)O[C@H]34)cc2)CC1 (some centres not stated),-5,-7,-3
Cc1ccc(NC(=O)NC2C(C)CN(Cc3ccccc3)CC2C)c(C)c1 (configuration not stated),-7,4,.
COc1cc(C)c(S(=O)(=O)N2CCN(c3nccc(-c4ccc5c(c4)OCO5)n3)CC2)c(C)c1C,-9,-7,-8
COc1cccc(C(=O)N2CCN(Cc3ccnc(C(C)C)n3)CC2)c1,-2,5,-9
Cc1ccccc1-c1ncc(-c2nccn2CCc2n[nH]c(=O)[nH]2)s1,-6,17,-17
N#Cc1cnc2ccc(Cl)cc2c1NCc1ccccc1,-5,-2,-5
COc1ccc2c(c1)C(CNCc1cccc(C(=O)O)c1)=CC(C)(C)CO2,1,2,-7
COc1cccc(CNC(=O)c2cccnc2Nc2cccc(Cl)c2)c1,-1,5,-3
COc1cccc(NC(=O)C2(C)CCN2CC2CCCCC2)c1 (configuration not stated),-7,2,.
COCCCN(CC(=O)Nc1cc(C(C)(C)C)nn1-c1ccc(C)cc1C)C(=O)c1ccccc1F,-8,-2,-4
O=C(Nc1ccc(-c2ccn[nH]2)cc1)C1CCCN(Cc2ccccn2)C1 (configuration not stated),-10,12,.
COCCn1cc(C(=O)N2CCN(C(C)=O)CC2)c2nn(-c3ccccc3)c(=O)c-2c1,-7,5,-9
CCNC(=O)NC(=O)CSc1nc(C)nc2sc(C)c(C)c12,1,5,.
CC(=O)NC(c1ccc(C(C)C)cc1)c1c(O)ccc2ccc(O)cc12 (configuration not stated),-7,-3,.
COc1cccc(CCNC(=O)C2CC=CCC2C(=O)N2CCc3ccccc3C2)c1 (configuration not stated),-10,-3,-5
Cc1cc(C)c2c(CC(=O)N3CCCC(c4ccn[nH]4)C3)coc2c1 (configuration not stated),-5,10,.
COc1ccc(Cl)cc1NC(=O)N1CCc2c(nc(C)[nH]c2=O)C1,0,24,-19
CCN(CC)C(=O)CSc1ncnc2c1nnn2C,-5,4,.
O=C(NC(c1ccc2ccccc2n1)c1cccs1)C1CCN(CCOc2ccc(Cl)cc2)CC1 (configuration not stated),2,3,-2
CCCn1cc(C(=O)NC2CCN(CC(=O)NC3CC3)CC2)c(C)n1,2,.,-1
O=C(N/N=C\c1ccco1)c1cc(-c2ccc(Cl)cc2)n[nH]1,-3,3,0
Fc1ccccc1NC(=S)Nc1cccnc1,-13,-1,.
# (list continues)
SMILES,hcGAS inh,NPYLR7 agonist,mcGAS inh
Cc1ccc(NC(=O)N2CCC(C3OCCO3)CC2)cc1F,-3,9,.
Cc1ccc(CN(CCc2ccccc2)C(=O)CN(Cc2c(F)cccc2Cl)CC2CCCO2)o1 (configuration not stated),-3,1,-4
CC(=O)N1CCN(S(=O)(=O)c2ccc3c(c2)CCCC3)CC1,-3,-5,.
CCCN1C(=O)C(=Cc2c(NCc3ccco3)nc3ccc(C)cn3c2=O)SC1=S,-6,16,-7
CCc1cc(C(=O)N/N=C\C=C2\N(C)c3ccccc3C2(C)C)c2ccccc2n1,-1,15,-6
Cc1nnc2sc(-c3csc4c3CCCC4)nn12,-5,-3,.
COC(=O)Cn1c(=O)c2c(n(Cc3ccccc3)c1=O)N=C1CCCC(=O)C1C2c1ccc(C)cc1 (configuration not stated),-5,9,-9
COc1cc(C2C(C#N)=C(C)N=C(C)C2C#N)cc(OC)c1OC (configuration not stated),4,6,.
Cc1ccc(OC(=O)CCC(=O)Nc2cccc(C#N)c2)cc1,-2,1,.
CCC(=O)N1CCCCC1C(=O)Nc1ccc(Cl)cc1 (configuration not stated),-12,3,.
CCSc1n[nH]c(-c2cccs2)n1,-1,8,.
Cc1cccc(OCCC(=O)Nc2cccc3ncccc23)c1,-1,4,.
COc1ccc(-c2cccc(-c3cccc(NC(=O)c4ccc(F)cc4)c3)n2)cc1,-4,0,-5
O=C1NC(c2ccccc2Cl)N2Cc3ccccc3CC12 (configuration not stated),-7,10,.
COc1ccc(/C=C2\SC(=Nc3ccccc3Cl)NC2=O)c(OC)c1,-1,-13,-4
COC(=O)c1ccc(CC2(C)C(=O)Nc3ccc(-c4ccccc4)cc32)o1 (configuration not stated),1,1,2
OCCNc1ncnc2sc3c(c12)CCCCC3,-5,10,.
C=C(C)Cn1c(=O)c2c(nc3n2CCN3c2ccc(C(=O)OCC)cc2)n(C)c1=O,-2,6,.
O=C(Nc1ccc(Cl)c(N2CCCS2(=O)=O)c1)c1ccc(C(F)(F)F)cc1,6,-4,.
CCN1CCN(C(c2ccccc2Cl)C2Sc3nc(C)nn3C2=O)CC1 (configuration not stated),-13,0,-7
Cc1ccc(C2(O)CCN(C(=O)c3cc(=O)[nH]c4ccc(F)cc34)CC2)nc1,-5,9,-18
CCN(CC)c1ccc(NC(=S)N2CC(=O)N3CCc4ccc(F)cc4C3C2)cc1 (configuration not stated),-13,30,-6
Cc1cnc(CN(C)CC(=O)Nc2cccc(F)c2C)[nH]1,-6,-1,.
COc1cn(CC(=O)NCc2ccccc2Cl)c(CN2CCN(C(C)=O)CC2)cc1=O,3,-3,-4
CN(c1nc2ccccc2o1)C1CCN(CC(F)(F)F)C1=O (configuration not stated),-2,-5,.
# (listing goes on)
SMILES,hcGAS inh,NPYLR7 agonist,mcGAS inh
Cn1cc(CN2CCCCC2c2cccnc2)c(-c2ccc3c(c2)OCCO3)n1 (configuration not stated),2&-3,3&-2,-4
COCCNC(=O)c1ccc(-n2nc(-c3ccc(OC)cc3)cc2N)cc1,1,7,-1
O=C(Nc1ccc2c(c1)CCO2)c1ccc2ccccc2n1,-3,9,-6
Cc1ccc(C)c(NCC(=O)N2CCN(S(=O)(=O)c3ccc4c(c3)CCC4)CC2)c1,7,0,.
Cc1cc(C(=O)N2CC[C@@H](c3ccc4c(c3)OCO4)[C@H](O)C2)cc(=O)[nH]1,-1,-4,-1
CC(=O)[C@@]1(O)CC[C@H]2[C@@H]3C[C@H](C)C4=CC(=O)C=C[C@]4(C)[C@@]3(F)[C@@H](O)C[C@@]21C,-5,2,-5
CCc1nc(-c2nccn2CC2(c3ccccc3)CCOCC2)c(C)[nH]1,-3,1,-8
CCOC(=O)Cc1c(C)nc2ncnn2c1N1CCN(S(=O)(=O)c2cccc(C)c2)CC1,-8,.,-6

# Structures above with an aryl methoxy group:
SMILES,hcGAS inh,NPYLR7 agonist,mcGAS inh
COc1ccc(-c2nnc(SCC(=O)N/N=C\c3cc([N+](=O)[O-])ccc3O)n2-c2ccccc2)cc1OC,-7,14,-7
COc1cc(C)c(S(=O)(=O)N2CCN(c3nccc(-c4ccc5c(c4)OCO5)n3)CC2)c(C)c1C,-9,-7,-8
COc1cccc(C(=O)N2CCN(Cc3ccnc(C(C)C)n3)CC2)c1,-2,5,-9
COc1ccc2c(c1)C(CNCc1cccc(C(=O)O)c1)=CC(C)(C)CO2,1,2,-7
COc1cccc(CNC(=O)c2cccnc2Nc2cccc(Cl)c2)c1,-1,5,-3
COc1cccc(NC(=O)C2(C)CCN2CC2CCCCC2)c1 (configuration not stated),-7,2,.
COc1cccc(CCNC(=O)C2CC=CCC2C(=O)N2CCc3ccccc3C2)c1 (configuration not stated),-10,-3,-5
COc1ccc(Cl)cc1NC(=O)N1CCc2c(nc(C)[nH]c2=O)C1,0,24,-19
COc1cc(C2C(C#N)=C(C)N=C(C)C2C#N)cc(OC)c1OC (configuration not stated),4,6,.
COc1ccc(-c2cccc(-c3cccc(NC(=O)c4ccc(F)cc4)c3)n2)cc1,-4,0,-5
COc1ccc(/C=C2\SC(=Nc3ccccc3Cl)NC2=O)c(OC)c1,-1,-13,-4
COc1cn(CC(=O)NCc2ccccc2Cl)c(CN2CCN(C(C)=O)CC2)cc1=O,3,-3,-4
COCCNC(=O)c1ccc(-n2nc(-c3ccc(OC)cc3)cc2N)cc1,1,7,-1
